Screening results (PubChem BioAssay)
Pf growth 48h: inhibits P. falciparum growth in the first generation, 48 h. P. falciparum luciferase growth in erythrocytes, 48 h. Potency, µM (highest dose often 28.7 µM), for the others: top-dose activity change, negative = inhibition, most hits filed as inhibitors. actives 5.9% (n = 310,000). AID 504832; further: potency means the concentration at half of the fitted maximal effect; on the % scale 0 is the no-effect control and ±100 the full control effect
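Luminescence readout; reporter = integrated firefly luciferase in P. falciparum. RBC culture at 2% hematocrit, 0.1% parasitemia final, 37 C/5% CO2; decreased signal taken as growth inhibition.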
CHX counter: affects cycloheximide protein synthesis inhibition readout, counter-screen | AID 2314 | cell reporter, cycloheximide protein synthesis inhibition counterscreen | max response, % | actives 12% (n = 300,000); in the data active means max response mostly above about 13%, no sharp cut-off; inactive means mostly below about 14%; further: read at 38.3 µM for the half of the compounds with a filed dose; 0% is about no effect
LmPK inh: inhibitors of Leishmania mexicana pyruvate kinase; purified LmPK, Kinase-Glo ATP luminescence, 1 h; Q27686; AID 1721; Potency, µM (doses to about 57.5 µM), inactives show at the highest dose activity change, negative = inhibition, hits mostly inhibitors; actives 0.37% (n = 290,000); further: potency means the concentration at half of the fitted maximal effect; on the % scale 0 is the no-effect control and ±100 the full control effect
Target sequence (Q27686 whole entry, looked up): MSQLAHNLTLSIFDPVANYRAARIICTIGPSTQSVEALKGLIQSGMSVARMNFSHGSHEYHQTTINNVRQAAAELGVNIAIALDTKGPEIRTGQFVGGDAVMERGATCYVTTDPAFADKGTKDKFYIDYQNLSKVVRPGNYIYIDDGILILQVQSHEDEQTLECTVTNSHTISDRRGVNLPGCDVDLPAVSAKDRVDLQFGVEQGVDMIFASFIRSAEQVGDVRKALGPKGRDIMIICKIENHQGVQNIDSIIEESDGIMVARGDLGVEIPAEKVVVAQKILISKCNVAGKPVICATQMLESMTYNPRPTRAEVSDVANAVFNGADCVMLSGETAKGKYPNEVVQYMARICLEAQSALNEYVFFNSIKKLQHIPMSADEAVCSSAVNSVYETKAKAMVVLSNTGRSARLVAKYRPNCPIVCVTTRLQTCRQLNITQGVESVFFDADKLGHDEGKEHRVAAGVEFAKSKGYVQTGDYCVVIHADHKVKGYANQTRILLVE
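qHTS format; LmPK 0.1 nM; substrates PEP 0.5 mM and ADP 0.1 mM. One-hour room-temperature incubation, then coupled luciferase luminescence; 0.5 nM enzyme wells mark activation.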
AmpC no deterg: inhibitors of E. coli AmpC beta-lactamase without detergent; P00811; AmpC nitrocefin hydrolysis, absorbance 480 nm, 0.0001% Triton; Potency, µM (highest dose often 57.1 µM), for the others: at the highest dose activity change, negative = inhibition, usual class: inhibitors; actives 0.52% (n = 330,000); AID 485341;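 further: potency means the concentration at half of the fitted maximal effect; plate controls were no compound for no effect and no enzyme for full effect; nearly all actives have a fitted effect of over 20% in size; some results filed as inactive show a strong effect at the top dose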
Target sequence (P00811 whole entry, looked up): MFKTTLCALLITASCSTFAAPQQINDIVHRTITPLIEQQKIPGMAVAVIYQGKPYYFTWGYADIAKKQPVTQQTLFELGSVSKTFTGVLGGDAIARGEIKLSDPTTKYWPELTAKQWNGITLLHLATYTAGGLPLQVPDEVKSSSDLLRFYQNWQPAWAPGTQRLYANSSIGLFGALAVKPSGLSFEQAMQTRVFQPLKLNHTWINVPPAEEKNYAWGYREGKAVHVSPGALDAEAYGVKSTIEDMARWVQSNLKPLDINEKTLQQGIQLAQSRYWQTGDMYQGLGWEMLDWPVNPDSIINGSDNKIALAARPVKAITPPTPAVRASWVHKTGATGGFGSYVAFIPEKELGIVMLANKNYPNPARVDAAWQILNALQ
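20 mM phosphate pH 7.0 + 0.01% (detergent screen) or 0.0001% Triton X-100; 5.3 nM AmpC reagent; cpd preinc 15 min RT; nitrocefin (800 uM stock) to start; A480 q20 s × 4 min; Activity was normalised to no-enzyme and no-compound control wells.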
TbPYK inhibitor: inhibitors of Trypanosoma brucei pyruvate kinase; TbPYK enzyme, Kinase-Glo Plus ATP luminescence, 45 min; Q57TT1; AID 624173; actives 0.12% (n = 410,000); Potency, µM (highest dose often 76.8 µM), without a hit: top-dose activity, negative = inhibition, actives largely listed as inhibitors; further: potency means the concentration at half of the fitted maximal effect; on the % scale 0 is the no-effect control and ±100 the full control effect; nearly all actives have a fitted effect of over 50% in size
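Readout: single end-point luminescence (Kinase-Glo Plus, 10 min). Reaction conditions were TbPYK/substrate plus 130 uM ADP, 45 min at RT, pH 7.2 TEA buffer. No-enzyme wells served as controls, and data were normalized before concentration-response fitting.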
Shiga toxin inh: inhibitors of Shiga toxin in Vero cells; AID 2315; Vero cells, Shiga toxin protein synthesis inhibition reporter; actives 9.2% (n = 290,000); inhibition, % at 38.7 µM; in the data active means inhibition mostly above about 28%, no sharp cut-off; inactive means mostly below about 43%; further: 0% is about no effect
Pf growth 96h: P. falciparum growth inhibition at 96 hours | P. falciparum luciferase reporter growth, 96 h | Potency, µM (titrated, usually from 28.7 µM), without a hit: at the highest dose activity change, negative = inhibition, actives largely listed as inhibitors | actives 6.9% (n = 320,000); further: potency means the concentration at half of the fitted maximal effect; on the % scale 0 is the no-effect control and ±100 the full control effect
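Two-generation exposure (96 h) targets delayed-death phenotype. Reporter parasites carrying integrated firefly luciferase, in red cells at 2% hematocrit and 0.05% parasitemia final, kept at 37 C, 5% CO2; luminescence loss indicates inhibition.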
* marks the source's active call; other numbers are inactive results; [ ] = dose if it differs, or a comment. Unless noted, the call rests on the fitted dose curve; in most records, active means well fitted curve in the direction sought with a large enough effect; inconclusive means small, poorly fitted or top-dose-only effect, or another doubt; inactive means no such curve, though single readings can be large; an effect the other way counts as inactive or inconclusive. No enrichment for hits; 22% or so of the library scored in one or more.

`Cc1cc(C)cc(NC(=S)N2CCC(N(C)CC3CCCO3)CC2)c1` (stereo not given) gave Pf growth 48h 14%, CHX counter 11, LmPK inh -2%, AmpC no deterg -2%, TbPYK inhibitor 3%, Shiga toxin inh 42 and Pf growth 96h inconclusive.
For Cc1ccc(CN(C)C(=O)CC2C(=O)NCCN2CC2CCCCC2)cc1 (stereo not given) the results were Pf growth 48h 0%, CHX counter 1, LmPK inh 5%, AmpC no deterg 100%[activator], TbPYK inhibitor 6%, Shiga toxin inh 2 and Pf growth 96h -4%.
`Cc1nc2ncnn2c(C)c1CCC(=O)Oc1ccccc1` gave Pf growth 48h 3%, CHX counter -4, LmPK inh 0%, AmpC no deterg -7%, TbPYK inhibitor -4% and Shiga toxin inh -27.
For C=CCn1c(NCc2cc(C)ccc2O)nc2ccccc21 the results were CHX counter -5, LmPK inh 11%, AmpC no deterg -41%, TbPYK inhibitor -2%, Shiga toxin inh -11 and Pf growth 96h -112%.
Screening CSc1ccc(C2Nc3ccccc3-c3cc(C)nn32)cc1 (stereo not given) returned Pf growth 48h 29%, CHX counter 5, LmPK inh 4%, AmpC no deterg -2%, TbPYK inhibitor -1%, Shiga toxin inh 11 and Pf growth 96h 43%[activator].
Screening O=C(CSCC(=O)NC1CCCC1)Nc1ccccc1 returned Pf growth 48h -3%, CHX counter 11, LmPK inh 1%, AmpC no deterg -39%, TbPYK inhibitor -23%, Shiga toxin inh 8 and Pf growth 96h 23%.
O=C(O)CC(C(=O)Nc1ccc(Cl)cc1)N1CCCCCC1 (stereo not given) was read as Pf growth 48h 0%, CHX counter 1, LmPK inh 4%, AmpC no deterg -19%, TbPYK inhibitor 0%, Shiga toxin inh 9 and Pf growth 96h -6%.
Screening Cc1cccc2sc(NC(=O)Cn3c(C)csc3=O)nc12 returned Pf growth 48h -16%, AmpC no deterg -19%, TbPYK inhibitor -1% and Pf growth 96h 34%[activator].
COc1cccc(NC(=O)N2CCCCCC2)c1 was read as Pf growth 48h 100%[activator], CHX counter 74*, LmPK inh -2%, AmpC no deterg -20%, TbPYK inhibitor 0%, Shiga toxin inh 46* and Pf growth 96h 27%.
For O=C(C(=O)N1CCOCC1)c1cn(Cc2ccc(F)cc2)c2ccccc12 the results were Pf growth 48h -6%, CHX counter 0, LmPK inh 3%, AmpC no deterg 113%[activator], TbPYK inhibitor 9%, Shiga toxin inh 11 and Pf growth 96h -14%.
Screening Cc1cccc(N(CC(=O)N2CCCC2)S(=O)(=O)c2ccccc2)c1 returned CHX counter -2, LmPK inh 9%, AmpC no deterg -3%, TbPYK inhibitor -4%, Shiga toxin inh -10 and Pf growth 96h 10%.
C#CCOC(=O)c1ccc(-n2cncn2)nc1 was read as CHX counter 16, LmPK inh 2%, AmpC no deterg -3%, TbPYK inhibitor -4%, Shiga toxin inh -2 and Pf growth 96h 3%.
Screening COC(=O)C1=C(c2ccc(OC)c(OC)c2)C[C@@H]2CC[C@H]1N2C(=O)NCCCOC(C)C returned Pf growth 48h 14%, AmpC no deterg -6%, TbPYK inhibitor 1% and Pf growth 96h 22%.
For O=C(CCSc1ccc(Cl)cc1)N1CCN(c2ccc(O)cc2)CC1 the results were Pf growth 48h -7%, CHX counter 27*, LmPK inh -3%, AmpC no deterg -42%, TbPYK inhibitor inconclusive, Shiga toxin inh 59* and Pf growth 96h 8%.
For C=CCNc1nnnc2c1sc1nc(N3CCOCC3)c3c(c12)CCCC3 the results were Pf growth 48h inconclusive, CHX counter 1, LmPK inh 2%, AmpC no deterg -10%, TbPYK inhibitor -5%, Shiga toxin inh -2 and Pf growth 96h inconclusive.
C/C(=N/Nc1ccc(F)cc1)c1ccc(Cl)s1 was read as Pf growth 48h -4%, CHX counter 11, LmPK inh 0%, AmpC no deterg -38%, TbPYK inhibitor -3%, Shiga toxin inh 8 and Pf growth 96h inconclusive.
For C=CCOc1ccc(C2NC(=O)c3ccccc3O2)cc1OCC (stereo not given) the results were Pf growth 48h 0%, CHX counter -2, LmPK inh -2%, AmpC no deterg -1%, TbPYK inhibitor 2%, Shiga toxin inh -13 and Pf growth 96h -4%.
For Cc1c(NC(=S)N/N=C/c2cc([N+](=O)[O-])ccc2O)c(=O)n(-c2ccccc2)n1C the results were Pf growth 48h 15%, CHX counter -1, LmPK inh 3%, AmpC no deterg -28%, TbPYK inhibitor -2%, Shiga toxin inh -3 and Pf growth 96h 112%[activator].
For C=CCN(CC=C)S(=O)(=O)c1ccc(C(=O)Nc2nnc(COC)o2)cc1 the results were Pf growth 48h -7%, CHX counter 5, LmPK inh 1%, AmpC no deterg -36%, TbPYK inhibitor 0%, Shiga toxin inh -3 and Pf growth 96h inconclusive.
For CCN1CCN(C(CNS(=O)(=O)c2ccccc2)c2cccnc2)CC1 (stereo not given) the results were Pf growth 48h 6%, CHX counter -1, LmPK inh -4%, AmpC no deterg -12%, TbPYK inhibitor -3%, Shiga toxin inh -9 and Pf growth 96h 29%.
`O=C1c2ccccc2C(=O)N1Cc1ccccc1F` gave Pf growth 48h -1%, CHX counter -2, LmPK inh 0%, AmpC no deterg -10%, TbPYK inhibitor 3%, Shiga toxin inh -2 and Pf growth 96h 38%[activator].
Screening COc1ccc(C(=O)Cn2c(C)nc([N+](=O)[O-])c2Br)cc1 returned Pf growth 48h -22%, CHX counter -3, LmPK inh -1%, AmpC no deterg -12%, TbPYK inhibitor 2%, Shiga toxin inh -7 and Pf growth 96h 3%.
For C#CCOCCOCCOCCNc1nc(N2CCN(C(=O)[C@H](CCCCN)n3cc([C@@H](N)CC(C)C)nn3)CC2)nc(N2CCN(C(=O)[C@H](CCCCN)n3cc([C@@H](N)CC(C)C)nn3)CC2)n1 the results were Pf growth 48h 26%, CHX counter -1, LmPK inh -2%, AmpC no deterg 105%[activator], TbPYK inhibitor -2%, Shiga toxin inh -10 and Pf growth 96h 68%[activator].
Screening CCOC(=O)C1(Cc2cccc(Cl)c2)CCCN(C(=O)c2cccnc2)C1 (stereo not given) returned Pf growth 48h 16%, CHX counter -1, LmPK inh 2%, AmpC no deterg -10%, TbPYK inhibitor -16%, Shiga toxin inh 37 and Pf growth 96h 4.7µM*.

Sorted by count of non-hydrogen atoms (descending): part of the list above
For C#CCOCCOCCOCCNc1nc(N2CCN(C(=O)[C@H](CCCCN)n3cc([C@@H](N)CC(C)C)nn3)CC2)nc(N2CCN(C(=O)[C@H](CCCCN)n3cc([C@@H](N)CC(C)C)nn3)CC2)n1 the results were Pf growth 48h 26%, CHX counter -1, LmPK inh -2%, AmpC no deterg 105%[activator], TbPYK inhibitor -2%, Shiga toxin inh -10 and Pf growth 96h 68%[activator].
Screening COC(=O)C1=C(c2ccc(OC)c(OC)c2)C[C@@H]2CC[C@H]1N2C(=O)NCCCOC(C)C returned Pf growth 48h 14%, AmpC no deterg -6%, TbPYK inhibitor 1% and Pf growth 96h 22%.
Screening CCOC(=O)C1(Cc2cccc(Cl)c2)CCCN(C(=O)c2cccnc2)C1 (stereo not given) returned Pf growth 48h 16%, CHX counter -1, LmPK inh 2%, AmpC no deterg -10%, TbPYK inhibitor -16%, Shiga toxin inh 37 and Pf growth 96h 4.7µM*.
For CCN1CCN(C(CNS(=O)(=O)c2ccccc2)c2cccnc2)CC1 (stereo not given) the results were Pf growth 48h 6%, CHX counter -1, LmPK inh -4%, AmpC no deterg -12%, TbPYK inhibitor -3%, Shiga toxin inh -9 and Pf growth 96h 29%.
For O=C(CCSc1ccc(Cl)cc1)N1CCN(c2ccc(O)cc2)CC1 the results were Pf growth 48h -7%, CHX counter 27*, LmPK inh -3%, AmpC no deterg -42%, TbPYK inhibitor inconclusive, Shiga toxin inh 59* and Pf growth 96h 8%.

Carrying on:
CCC(Oc1ccccc1)C(=O)N1CC(C)CC(C)C1 (stereo not given) was read as Pf growth 48h -6%, CHX counter 1, LmPK inh 6%, AmpC no deterg 0%, TbPYK inhibitor 2%, Shiga toxin inh -13 and Pf growth 96h 14%.
CCC(=O)Nc1ccc(S(=O)(=O)Nc2ccc(Cl)nn2)cc1 was read as Pf growth 48h -7%, CHX counter 0, LmPK inh -3%, AmpC no deterg -16%, TbPYK inhibitor 2%, Shiga toxin inh -5 and Pf growth 96h 3%.
Clc1ccc(/C=N/Nc2ncnc3nc[nH]c23)cc1 was read as Pf growth 48h inconclusive, CHX counter 39*, LmPK inh -25%, AmpC no deterg -37%, TbPYK inhibitor -2%, Shiga toxin inh 64 and Pf growth 96h 12µM*.
`COC(C(=O)Nc1ccnn1C1CCN(Cc2ccc(CO)o2)CC1)c1ccccc1` (stereo not given) gave Pf growth 48h 24%, CHX counter 11, LmPK inh 2%, AmpC no deterg -7%, TbPYK inhibitor -8%, Shiga toxin inh -4 and Pf growth 96h 40%[activator].
O=C(O)c1nc(N2CCCCC2)ncc1Cl was read as Pf growth 48h 13%, CHX counter 1, LmPK inh 0%, AmpC no deterg -7%, TbPYK inhibitor 2%, Shiga toxin inh -4 and Pf growth 96h -8%[5.75 µM].
`Clc1ccc(CNc2ccc(CNc3ncn[nH]3)cc2)cc1` gave Pf growth 48h -6%, CHX counter 18, LmPK inh 0%, AmpC no deterg -33%, TbPYK inhibitor 8%, Shiga toxin inh 66 and Pf growth 96h 98%[activator].
`COc1ccc(N(CC(=O)N2CCN(c3ccccc3)CC2)S(=O)(=O)c2ccc(C)cc2)cc1` gave Pf growth 48h 15%, CHX counter -1, LmPK inh -3%, AmpC no deterg 18%, TbPYK inhibitor 8%, Shiga toxin inh -14 and Pf growth 96h inconclusive.
O=C(NCc1ccccc1)c1ccc(CS(=O)(=O)c2ccc(Br)cc2)o1 was read as Pf growth 48h -14%, CHX counter -4, LmPK inh -2%, AmpC no deterg -7%, TbPYK inhibitor -4%, Shiga toxin inh -9 and Pf growth 96h inconclusive.
CC12CCC(=O)N1C(C(=O)Nc1cccc(S(=O)(=O)N3CCCCCC3)c1)CS2 (stereo not given) was read as Pf growth 48h -13%, AmpC no deterg 7%, TbPYK inhibitor 0% and Pf growth 96h 13µM*.
For COCCN(C(=O)COC(=O)c1cccs1)c1c(N)n(Cc2ccccc2)c(=O)[nH]c1=O the results were Pf growth 48h -6%, CHX counter -1, LmPK inh 0%, AmpC no deterg -18%, TbPYK inhibitor 9%, Shiga toxin inh 1 and Pf growth 96h 23%.
O=C(COc1ccc(S(=O)(=O)NC2CCCCC2)cc1)NCCC1=CCCCC1 was read as Pf growth 48h inconclusive, CHX counter 1, LmPK inh 0%, AmpC no deterg 11%, TbPYK inhibitor 0%, Shiga toxin inh -3 and Pf growth 96h inconclusive.
`O=[N+]([O-])c1ccccc1S(=O)(=O)n1nnc2ccccc21` gave Pf growth 48h 11%, CHX counter 11, LmPK inh 2%, AmpC no deterg 1%, TbPYK inhibitor 2%, Shiga toxin inh 6 and Pf growth 96h inconclusive.
COC(=O)C1=C(c2ccc(OC(F)(F)F)cc2)C[C@@H]2CC[C@H]1N2C(=O)NC1CC1 was read as Pf growth 48h inconclusive, AmpC no deterg 41%, TbPYK inhibitor -4% and Pf growth 96h 5.9µM*.
